D1 antagonist – Antagonist of Human D 1 Dopamine Receptor: qHTS; HEK293 TREx D1 cells, calcium flux, dopamine EC80; stronger effect = lower value; activity change, negative = inhibition, % at 10 µM; actives 3.2% (n = 360,000); in the data active = activity change below about -30%; also: % is scaled to controls: 0 for no effect and ±100 for the full control effect
Target sequence (P21728 whole entry, looked up): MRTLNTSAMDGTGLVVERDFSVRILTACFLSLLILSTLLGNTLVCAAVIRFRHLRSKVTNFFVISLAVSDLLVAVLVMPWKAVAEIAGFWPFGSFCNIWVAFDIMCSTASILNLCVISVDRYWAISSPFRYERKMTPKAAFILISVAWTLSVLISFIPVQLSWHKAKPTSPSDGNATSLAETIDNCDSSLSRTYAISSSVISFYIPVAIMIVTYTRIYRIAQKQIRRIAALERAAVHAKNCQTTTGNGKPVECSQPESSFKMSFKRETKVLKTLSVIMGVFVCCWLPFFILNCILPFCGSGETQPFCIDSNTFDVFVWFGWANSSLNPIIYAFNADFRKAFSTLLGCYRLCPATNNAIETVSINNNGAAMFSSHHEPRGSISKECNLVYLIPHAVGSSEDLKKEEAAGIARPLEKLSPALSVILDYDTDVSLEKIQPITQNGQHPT
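After overnight tetracycline induction at 30 C, force-coupled D1 HEK293 cells took up a no-wash calcium dye at room temperature. Compounds were added and monitored 180 s, and the response to EC80 dopamine was then recorded.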
D2 antagonist – HTS Assay for Allosteric Antagonists of the Human D2 Dopamine Receptor: Primary Screen for Antagonists. D(2) dopamine receptor (Homo sapiens), P14416. HEK293 TREx D2 cells, calcium flux, dopamine EC80. inhibition, % at 10 µM. actives 2% (n = 340,000); in the data active = inhibition above about 30%; also: 0% is about no effect
Target sequence (P14416 whole entry, looked up): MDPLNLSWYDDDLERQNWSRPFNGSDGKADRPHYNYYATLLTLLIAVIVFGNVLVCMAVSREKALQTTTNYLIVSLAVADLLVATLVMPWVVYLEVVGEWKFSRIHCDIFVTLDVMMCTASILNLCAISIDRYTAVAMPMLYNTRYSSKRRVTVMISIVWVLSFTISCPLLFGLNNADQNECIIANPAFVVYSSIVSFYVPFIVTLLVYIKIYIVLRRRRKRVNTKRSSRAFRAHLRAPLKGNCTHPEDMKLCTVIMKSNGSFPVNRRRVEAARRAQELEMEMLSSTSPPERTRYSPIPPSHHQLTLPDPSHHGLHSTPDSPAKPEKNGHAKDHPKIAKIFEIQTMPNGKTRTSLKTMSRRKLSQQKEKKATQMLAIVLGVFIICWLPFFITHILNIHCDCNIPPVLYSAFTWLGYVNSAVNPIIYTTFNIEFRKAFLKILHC
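Overnight-induced (tetracycline, 30 C) HEK293 T-REx cells carrying force-coupled D2 receive a no-wash calcium dye, then compound, then EC80 dopamine at 180 s; signals are read kinetically throughout.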
RXFP1 antagonist – qHTS Assay for Antagonists of the Relaxin Receptor RXFP1. HEK293-RXFP1, relaxin-stimulated cAMP HTRF, 30 min; stronger effect = lower value. actives 0.59% (n = 350,000). Relaxin receptor 1 (Homo sapiens), Q9HBX9. activity change, negative = inhibition, % at 57.5 µM;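 active = activity change of -60% or lower, but not beyond a set lower limit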; also: % is scaled to controls: 0 for no effect and ±100 for the full control effect
D1 ag – Allosteric Agonists of the Human D1 Dopamine Receptor: qHTS; D(1A) dopamine receptor (Homo sapiens), P21728; HEK293 T-REx D1 cells, calcium flux, agonist mode; activation, % at 2 µM; actives 1% (n = 360,000); AID 504660, 2011; in the data active = activation above about 30%; also: 0% is about no effect
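Inducible HEK293 T-REx D1 cells, force-coupled to calcium signalling, were plated at 4000 cells/well with tetracycline and held overnight at 30 C. After no-wash calcium dye loading, compound-evoked calcium rise over 180 s flagged agonists.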
RXFP1 agonist – qHTS Assay for Agonists of the Relaxin Receptor RXFP1 | HEK293T-RXFP1 cAMP TR-FRET, 30 min; response scale: percent of porcine relaxin response, buffer zero | Relaxin receptor 1 (Homo sapiens), Q9HBX9 | Potency, µM (titrated, usually from 57.5 µM), inactives show top-dose activation, actives largely listed as activators | actives 0.3% (n = 370,000); active = well fitted activation curve with a large enough effect; also: potency is read from the fitted curve at half-maximal effect; % is scaled to controls: 0 for no effect and ±100 for the full control effect; nearly all actives have a fitted effect of over 60% in size; many of its hits are not listed in these tables
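cAMP rise read by TR-FRET after 30 min, 37C compound exposure (up to 58 uM) in RXFP1-transfected HEK293 cells with Ro 20174 present. EC50 from Hill-equation fits, with 29 nM porcine relaxin as 100% and buffer as basal.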
D2 PAM – HTS Assay for Positive Allosteric Modulators of the Human D2 Dopamine Receptor: Primary Screen for Potentiators; D(2) dopamine receptor (Homo sapiens), P14416; HEK293 T-REx D2, calcium flux, EC20 dopamine potentiation; potentiation, % at 10 µM; actives 0.34% (n = 340,000); AID 485347, 2010;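 active = potentiation over 3 SD above the plate norm, cut at about 30% in these data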; also: 0% is about no effect
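Calcium flux readout, no-wash dye, 1 read/s. Inducible HEK293 Trex D2 line, overnight 30 C. Compound alone 180 s (agonist flags), then EC20 dopamine, another 180 s to score potentiation.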
D1 potentiator – Potentiators of Human D1 Dopamine Receptor: qHTS; D(1A) dopamine receptor (Homo sapiens), P21728; HEK293 TREx D1 cells, calcium flux, dopamine EC20 potentiation; potentiation, % at 10 µM; actives 0.036% (n = 360,000); in the data active = potentiation above about 30%; also: 0% is about no effect
D2 ag – HTS Assay for Allosteric Agonists of the Human D2 Dopamine Receptor: Primary Screen for Agonists. HEK293 T-REx D2 cells, calcium flux agonist mode. AID 485358, 2010. activation, % at 2 µM. D(2) dopamine receptor (Homo sapiens), P14416. actives 0.53% (n = 340,000);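 active = activation over 3 SD above normal in the single-dose calcium agonist read, cut at about 30% in these data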; also: 0% is about no effect
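Agonism scored from kinetic calcium signal (1 read/sec, 180 s) following compound pin transfer, after a 10 s baseline. Cells: HEK293 Trex line expressing inducible D2 receptor coupled to calcium, dye-loaded after overnight culture at 30 C.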
TRHR PAM – qHTS for Small Molecule Agonists and Allosteric Enhancers of Human TRH Receptor: Primary Screen for Enhancers; actives 0.66% (n = 360,000); TRHR cells, fluo-8 calcium fluorescence, EC20 TRH enhancement; enhancement, % at 2 µM; Thyrotropin-releasing hormone receptor (Homo sapiens), P34981; in the data active = enhancement above about 30%; also: 0% is about no effect
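TRHR-expressing cells loaded with fluo-8 calcium dye were read kinetically (ex 480/em 530) during compound addition, then stimulated with an EC20 of TRH (10 nM final). Enhancement of the Gq-mediated intracellular calcium response was scored.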
Active calls of the source: *; . = no result given. Some of the compounds tested; the hit share may differ from the screen's.

Structure	D1 potentiator	D2 ag	RXFP1 agonist	D1 antagonist	D1 ag	D2 PAM	RXFP1 antagonist	TRHR PAM	D2 antagonist
COc1ccc(-c2cc(N3C(=O)Nc4ccccc4N3O)n[nH]2)cc1	2	-0.6	1.3%	6	3	-14	.	0	-10
CC1CCN(S(=O)(=O)c2cccc(C(N)=O)c2)CC1	-4	2.1	-0.5%	-10	1	9	.	1	7
CCOc1ccccc1N1CCN(C(=O)c2cc(S(=O)(=O)N3CCCCC3)ccc2C)CC1	-8	-0.9	0.0%	-21	1	18	-2	0	-13
CC(C)C[C@H]1CN=C(Nc2ccccc2)N1CCc1ccc(F)cc1	1	59*	0.0%	-32*	234*	-18	.	-21	73*
CCOc1ccc2nc(SC3CC(=O)N(c4ccc(C)cc4)C3=O)sc2c1 (stereo not drawn)	-3	0.4	2.6%	-7	3	1	-23	-8	12
C=CCn1cc(C(=O)N2CCN(CC)CC2)c(=O)c2cc(S(=O)(=O)N(CC)CC)ccc21	-6	1.0	3.3%	9	2	12	-13	23	7
COc1cccc(COC(=O)c2ccc(-c3nnn(Cc4cccc(OC)c4)n3)cc2)c1	-2	-0.6	-0.2%	2	6	-8	-10	0	.
Cc1c(OC(C)C(=O)NCCCN2CCCC2=O)ccc2c3c(c(=O)oc12)CCCC3 (stereo not drawn)	-2	-0.2	-0.4%	4	33*	5	15	19	3
O=C(O)c1ccc(-n2cccc2/C=C2/SC(=O)N(CC(=O)N3CCCC3)C2=O)cc1	6	-0.5	0.2%	12	2	-5	20	1	-3
CCc1ccccc1NC(=O)CCC(=O)N1CC(C)Oc2ccc(C)cc21 (stereo not drawn)	5	.	-0.3%	-29	0	-7	-11	-5	.
O=C(CCC1CCCCC1)Nc1cc(Cl)ccc1N1CCOCC1	5	-0.1	-0.7%	43	3	5	5	5	5
CNS(=O)(=O)c1cccc(C(=O)OCC(=O)c2c(N)n(C)c(=O)n(C)c2=O)c1	0	-2.1	15%	-32*	4	7	-3	4	-5
Cc1ccc(-c2nc(N)nc(N)n2)c(C)c1	3	.	-0.4%	17	1	13	.	-1	.
COc1ccc(CCNC(=O)C2CCN(C(=O)c3cccs3)CC2)cc1	2	0.0	2.0%	23	0	-3	2	-1	0
COc1cc(C2Nc3cc(Cl)c(S(N)(=O)=O)cc3S(=O)(=O)N2)cc(OC)c1OC (stereo not drawn)	-2	0.3	2.5%	-19	2	-7	0	3	-15
O=C(OCC#CCSc1nnc(-c2ccccc2)o1)c1ccco1	-1	0.4	0.7%	-2	3	-2	1	-3	-19
COc1ccc(NS(=O)(=O)c2cccc(C(=O)NNC(=O)c3cncc(Br)c3)c2)cc1	5	0.0	0.3%	-1	2	-7	-13	2	10
Cc1cc2cc(C)c(NCCNC(=O)c3ccccc3F)nc2cc1C	5	-0.7	-1.0%	10	1	-8	-20	-11	2
COC(=O)c1c(SCC(=O)NC2CCCCC2)[nH]c2ccccc2c1=O	15	0.9	5.4%	-5	5	11	7	6	-7
Cc1ccc(SCC(=O)OCC(=O)N(CC(C)C)c2c(N)n(Cc3ccccc3)c(=O)[nH]c2=O)cc1C	-3	-0.4	-0.6%	10	4	1	-11	-6	16
CCc1cccc(NC(=O)C2CCCN(S(=O)(=O)c3ccc4[nH]c(=O)ccc4c3)C2)c1 (stereo not drawn)	-9	0.1	1.7%	12	4	-11	-7	-2	9
Cc1cc(C(=O)CN2C(=O)c3ccccc3C2=O)c(C)n1C1CC1	8	0.1	0.4%	70	23	10	8	5	-18
Oc1ccc(/C=C/c2cnccn2)cc1	-2	-1.9	2.2%	-4	4	-14	2	-12	-39
O=C(c1ccc(NC2=NC3CS(=O)(=O)CC3S2)cc1)N1CCN(C(=O)c2ccco2)CC1 (stereo not drawn)	-4	0.2	1.0%	21	-1	2	-8	-2	-4
CCc1cc(=O)oc2cc(C)cc(OC(C)C(=O)NCc3ccncc3)c12 (stereo not drawn)	2	.	0.9%	2	0	.	19	-2	.
CCCOc1ccc(C(=O)Nc2ccc(Cl)c(-c3nc4ncccc4o3)c2)cc1	-2	0.9	1.0%	-17	4	-6	-9	3	.
CCOC(=O)C1=C(c2ccccc2)NC(SC)=C(C#N)C1c1ccco1 (stereo not drawn)	-1	-1.1	0.5%	4	1	-1	-15	-6	8
CCn1nc(C)c2c(-c3ccccc3)cc(=O)n(C(C)C(=O)NCc3ccccc3OC)c21 (stereo not drawn)	-4	1.4	0.3%	-3	7	.	-29	-4	.
Cc1ccc(CNC(=O)CN(c2ccc(Cl)cc2Cl)S(=O)(=O)c2ccccc2)cc1	-3	0.9	-0.8%	-5	3	1	.	-4	.
O=C1NC2C(NC(=O)N2C2CCCCC2)N1C1CCCCC1 (stereo not drawn)	-4	0.4	-0.7%	3	1	-7	11	-1	-16
C=CCNC(=O)C1CCN(S(=O)(=O)CC)CC1	1	0.5	-1.0%	17	2	-3	2	8	4
Cc1ccc(CNC(=O)c2c(C)oc3ncnc(N4CCOCC4)c23)cc1	-5	0.2	-0.5%	-16	1	-9	0	14	.
CCOc1ccc(CCNC(=O)c2cc3c(=O)oc4ccc(C)cc4c3s2)cc1OCC	-3	0.9	0.7%	12	0	-3	.	-3	.
CN(C(=O)c1ccncc1)c1nnc(-c2cccnc2)s1	2	0.1	0.5%	0	2	-2	17	2	12
CN1C(=O)c2ccccc2Sc2ccc(NC(=O)N3CCCC3)cc21	-4	0.3	2.2%	-6	6	9	-5	7	7
CCOc1ccccc1NC(=O)NCc1ccccc1F	-1	-0.3	-0.7%	1	-1	-7	1	-2	-6
CN(C)S(=O)(=O)c1ccc(C(=O)NCC2(N3CCOCC3)CCCCC2)cc1	2	-0.2	2.1%	15	2	20	-10	0	8
C=C(C)[C@@H]1CC[C@]2(C(=O)O)CC[C@]3(C)[C@H](CC[C@@H]4[C@@]5(C)CC[C@H](O)C(C)(C)[C@@H]5CC[C@]43C)[C@@H]12	2	0.3	-0.7%	5	4	5	.	0	36*
Cc1ccc(NC(=S)NC(NC(=O)N(C)C)C(Cl)(Cl)Cl)cc1 (stereo not drawn)	-2	0.0	0.7%	-3	1	-6	.	-10	3
O=C(CCCCCn1c(=O)[nH]c2ccsc2c1=O)NCc1ccccc1	0	-0.5	4.3%	-26	2	1	.	0	.
OCCC1CN(CCCn2cccn2)CCN1Cc1ccccc1 (stereo not drawn)	-7	.	4.4%	-8	1	.	-20	0	.
c1ccc(-c2nnc(CSc3nncs3)o2)cc1	0	2.2	1.3%	-1	6	-19	-6	0	7
CCOC(=O)c1c(C)oc2nc(C)nc(N3CCN(c4ccccc4)CC3)c12	3	-0.8	-0.1%	4	0	6	-21	-6	.
COc1cc(-c2cc(C(=O)O)c3cc4c(cc3n2)OCCO4)cc(OC)c1OC	-3	0.6	6.8%	-6	3	-2	22	-3	-5
COc1ccc(-c2c(-c3cc(OC)cc(OC)c3)n(C)c3ccc(Br)cc23)cc1	0	0.3	0.2%	-20	0	10	.	6	7

Quoted from the listing.
For D2 PAM, CNS(=O)(=O)c1cccc(C(=O)OCC(=O)c2c(N)n(C)c(=O)n(C)c2=O)c1 has 7
For TRHR PAM, O=C(CCCCCn1c(=O)[nH]c2ccsc2c1=O)NCc1ccccc1 has 0
For D1 antagonist, CCOc1ccc2nc(SC3CC(=O)N(c4ccc(C)cc4)C3=O)sc2c1 (stereo not drawn) has -7
For RXFP1 agonist, OCCC1CN(CCCn2cccn2)CCN1Cc1ccccc1 (stereo not drawn) has 4.4%

Arranged by heavy-atom count (ascending): part of the list above
Structure	D1 potentiator	D2 ag	RXFP1 agonist	D1 antagonist	D1 ag	D2 PAM	RXFP1 antagonist	TRHR PAM	D2 antagonist
C=CCNC(=O)C1CCN(S(=O)(=O)CC)CC1	1	0.5	-1.0%	17	2	-3	2	8	4
CN(C(=O)c1ccncc1)c1nnc(-c2cccnc2)s1	2	0.1	0.5%	0	2	-2	17	2	12
CN1C(=O)c2ccccc2Sc2ccc(NC(=O)N3CCCC3)cc21	-4	0.3	2.2%	-6	6	9	-5	7	7

New compounds follow.
Structure	D1 potentiator	D2 ag	RXFP1 agonist	D1 antagonist	D1 ag	D2 PAM	RXFP1 antagonist	TRHR PAM	D2 antagonist
CSc1cccc(NC(=O)COc2ccccc2)c1	1	0.7	-1.2%	4	5	-16	1	-8	-5
CN(C1CCCCC1)S(=O)(=O)c1ccc2c(c1)c(=O)c(C(=O)NCc1ccc(Cl)cc1)cn2C	2	0.5	0.3%	11	2	-5	-10	0	.
COc1cc(NC(C(=O)Nc2cccc(C(C)=O)c2)c2ccccc2)cc(OC)c1OC (stereo not drawn)	-4	0.7	-0.5%	15	1	1	8	-4	22
O=C(C1CCCCC1)N1CCCC(c2nc3c(nnn3Cc3ccccc3)c(=O)[nH]2)C1 (stereo not drawn)	-10	-0.3	1.3%	-5	1	-6	-17	-1	4
C/C(=N/NC(=O)c1cnccn1)c1ccncc1	-2	0.6	0.2%	10	3	2	2	3	-2
O=C(Cc1ccc(Cl)cc1)c1ccc(O)cc1	-2	-0.3	1.7%	-7	1	-8	2	-5	-7
CN(C)CCC1CCN(c2cc(C#N)c(C#N)cc2[N+](=O)[O-])CC1	-2	0.6	2.6%	-6	5	-2	5	2	-3
Cc1ccsc1CN(C(=O)c1ccccc1)C1CCS(=O)(=O)C1 (stereo not drawn)	0	-1.1	1.4%	4	2	0	-5	-1	-4
Cn1c(=O)oc2cc(S(=O)(=O)NCCC(=O)NCc3ccccc3Cl)ccc21	-3	-0.5	3.7%	-6	1	-1	-17	0	14
CS(=O)(=O)N(Cc1ccco1)CC(O)Cn1cc(C=O)c2ccccc21 (stereo not drawn)	4	-0.1	1.6%	2	0	-7	-6	2	-7
Cc1noc2ncnc(Oc3ccc(C(C)(C)C)cc3)c12	7	0.2	0.9%	7	-2	1	-1	0	3
CC(C)CN(CCCNC(=O)Cn1ncc2c3ccccc3n(C)c2c1=O)CC(C)C	-2	-0.5	0.1%	-3	-3	-2	-5	-1	.
CCC(C)NC(=O)/C(=C/c1ccco1)c1ccccc1 (stereo not drawn)	-10	-0.7	-0.2%	-23	5	-2	-21	9	-27
O=c1[nH]c(SCc2c(F)cccc2Cl)nc2c1CCC2	-2	.	-3.1%	6	3	-2	-7	-2	.

Assay outcomes (PubChem)
